Compound activity: PubChem, several laboratories
OX1R antag = antagonists of human orexin 1 receptor. O43613. CHO/OX1R cells, Fluo-8 calcium fluorescence, orexin A. inhibition, % at 5 µM. actives 0.43% (n = 330,000). AID 434989;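 active = inhibition above its plate's threshold, mean inhibition of all tested compounds on the plate plus 3 SD, cut at about 37% in these data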;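 also: 0% = orexin A challenge wells and 100% = SB-334867-A antagonist wells; not every result past the cut was called active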
Target sequence (O43613 whole entry, looked up): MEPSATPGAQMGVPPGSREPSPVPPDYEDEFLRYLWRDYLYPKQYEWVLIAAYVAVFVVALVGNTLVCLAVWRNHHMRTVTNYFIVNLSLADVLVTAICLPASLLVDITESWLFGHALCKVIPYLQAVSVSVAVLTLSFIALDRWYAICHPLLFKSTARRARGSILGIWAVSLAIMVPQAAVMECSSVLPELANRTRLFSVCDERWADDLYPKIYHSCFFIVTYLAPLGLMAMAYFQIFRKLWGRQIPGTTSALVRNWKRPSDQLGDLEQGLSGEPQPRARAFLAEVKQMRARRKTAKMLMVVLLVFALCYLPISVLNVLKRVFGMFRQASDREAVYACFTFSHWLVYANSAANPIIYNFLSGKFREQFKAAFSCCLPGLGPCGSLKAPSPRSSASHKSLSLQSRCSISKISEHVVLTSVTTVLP
CHT PAM = allosterically activates the human high affinity choline transporter. Q9GZV3. CHT-expressing cells, membrane potential dye, choline EC20; active compounds read high; LV-AA mutant CHT in HEK293 cells. B-score at 10 µM. actives 0.49% (n = 310,000). AID 488977;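 active = initial fluorescence not abnormally high and integrated response B-score, plate-corrected, over 3 SD above library mean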
Target sequence (Q9GZV3 whole entry, looked up): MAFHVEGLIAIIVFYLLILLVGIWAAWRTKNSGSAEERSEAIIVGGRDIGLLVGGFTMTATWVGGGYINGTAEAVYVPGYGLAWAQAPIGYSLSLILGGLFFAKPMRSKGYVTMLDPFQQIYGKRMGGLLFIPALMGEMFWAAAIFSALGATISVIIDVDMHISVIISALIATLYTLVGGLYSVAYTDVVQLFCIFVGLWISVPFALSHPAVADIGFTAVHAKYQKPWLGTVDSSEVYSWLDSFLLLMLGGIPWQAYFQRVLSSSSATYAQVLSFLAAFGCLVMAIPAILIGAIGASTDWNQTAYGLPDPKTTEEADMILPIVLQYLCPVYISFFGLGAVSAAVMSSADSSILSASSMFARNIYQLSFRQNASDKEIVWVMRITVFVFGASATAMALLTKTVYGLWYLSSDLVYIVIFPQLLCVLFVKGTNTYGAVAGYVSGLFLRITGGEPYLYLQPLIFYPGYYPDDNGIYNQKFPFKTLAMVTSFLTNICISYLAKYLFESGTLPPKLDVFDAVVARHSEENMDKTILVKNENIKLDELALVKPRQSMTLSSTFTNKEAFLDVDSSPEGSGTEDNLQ
Numbers without * were called inactive; i = inactive; nt = not tested or not shown.

SMILES	OX1R antag	CHT PAM
Cc1oc(-c2cccc(Cl)c2)nc1CN1CCC(C(=O)N2CCN(c3ccccc3F)CC2)CC1	-19	i
Cn1nccc1C(=O)Nc1sc2c(c1C(N)=O)CCCC2	-23	i
CC(C)OC(=O)Cc1nc2sc(-c3ccccc3)cc2c(=O)[nH]1	-3	i
CC(=O)c1ccc(N2Cc3ccccc3/C2=N\C(=O)Nc2ccc(Cl)cc2)cc1	-23	i
COc1ccc(C2SCC(=O)N2c2ccc(C)cc2)cc1 (centres undefined)	nt	i
N#Cc1cc2ccc(N3CCOCC3)cc2cc1C#N	11	i
Cc1nn(Cc2ccc(F)cc2)c(C)c1NC(=O)c1noc2c1CCc1ccccc1-2	-31	i
CCC(C)NC(=O)Cn1cnc2sc(C)cc2c1=O (centres undefined)	-2	i
CC(C)Oc1cc2oc(=O)c3c(c2cc1Cl)CCC3	-14	i
CCOCCCNc1nc2c(c(=O)[nH]c(=O)n2C)n1CCCc1ccccc1	-20	i
CC(C)Sc1nnc([C@H](Cc2c[nH]c3ccccc23)NC(=O)OC(C)(C)C)o1	-12	i
COc1ccccc1CNC(=O)/C=C/c1cc2c(cc1Br)OCO2	-7	i
Cc1ccc(OCCCCCCN2CCNCC2)cc1	7	i
O=C1NC(c2ccccc2)Nc2c1sc(=S)n2-c1ccccc1 (centres undefined)	-3	i
Cc1ccc(-n2[nH]c(C)c(C=Nc3ccc(S(=O)(=O)Nc4nccs4)cc3)c2=O)cc1C	-10	i
COc1cc2cc(C(=O)N[C@@H](Cc3ccccc3)C(=O)O)n(C)c2c(OC)c1OC	-3	i
O=S(=O)(Nc1cc(S(=O)(=O)N2CCOCC2)ccc1N1CCCC1)c1cccs1	-35	i
CN1CCN(S(=O)(=O)c2cccc(C(=O)Nc3sccc3C#N)c2)CC1	-18	nt
COc1ccc(Cn2c(C)c(C)c(C#N)c2NC(=O)Nc2ccc(F)cc2)cc1	-15	i
Cc1occc1C(=O)N=Nc1c(O)n(C)c2ccccc12	-17	i
CCN(CC)c1ccc(/C=N/NC(=O)c2nnn(-c3nonc3N)c2C(C)C)c(O)c1	59*	i
CCCSc1nsc(SCCC)c1C#N	-12	i
CSc1nnc(-c2sccc2-n2cccc2)o1	-27	i
CCN(CC)CCCn1c2c(c(SCC(=O)Nc3ccc4c(c3)OCCO4)nc1=O)CCC2	-6	i
COc1cc2c(cc1NC(=O)COC(=O)/C=C/c1ccccc1)oc1ccccc12	-2	i
O=C(CNC(=O)c1ccc(Cl)cc1Cl)OCc1nnc(-c2ccccc2)o1	-13	i
O=C(NCC1CCCO1)c1ccc(Cl)c(S(=O)(=O)Nc2ccccc2)c1 (centres undefined)	-11	i
Cc1ccccc1C1c2[nH]c3ccccc3c2CCN1Cc1cccn1-c1ncccn1 (centres undefined)	-26	6.3*
Cc1ccc(/C([O-])=C(/C(=S)NCc2ccco2)[n+]2ccccc2)cc1	-18	i
Cc1nn(C2CCS(=O)(=O)C2)c(C)c1CN(C)C(=O)c1ccc(Cl)cc1 (centres undefined)	-5	nt
COc1ccccc1N1N=C(C(=O)c2ccccc2)C2C(=O)N(c3ccc(Br)cc3)C(=O)C21 (centres undefined)	-9	i
COc1ccc(-c2csc(NC(=O)Cc3cc(OC)c(OC)c(OC)c3)n2)cc1OC	-17	i
COc1cc(OC)cc(C(=O)NNC(=O)c2cc3c(s2)CCCC3)c1	-33	i
Cc1nc2ccc(S(=O)(=O)NCC(=O)Nc3cccc(F)c3)cc2s1	2	i
COc1ccc(CN(C)C(=O)Cn2cnc3c(SC)nc(N)nc32)cc1OC	6	nt
CCCCCCCCC(=O)NCCOc1ccc(OC)cc1	-19	i
CCOC1(NC(=O)c2ccccc2)C(C)=CC(=O)C=C1C	-2	i
O=C(COc1ccc(S(=O)(=O)NC2CCCCC2)cc1Cl)NCc1ccc2c(c1)OCO2	-8	i
CCN(CC)C(=O)CSc1nnc(CNc2ccc(F)cc2)n1-c1ccccc1	-10	i
CCCc1cc(=O)[nH]c(SCC(=O)N(C)C2CCS(=O)(=O)C2)n1 (centres undefined)	5	i

One compound at a time, as listed above.
Listed for Cn1nccc1C(=O)Nc1sc2c(c1C(N)=O)CCCC2 : OX1R antag: -23; CHT PAM: i
Listed for Cc1ccccc1C1c2[nH]c3ccccc3c2CCN1Cc1cccn1-c1ncccn1 (centres undefined) : OX1R antag: -26; CHT PAM: 6.3*
Listed for O=S(=O)(Nc1cc(S(=O)(=O)N2CCOCC2)ccc1N1CCCC1)c1cccs1 : OX1R antag: -35; CHT PAM: i

Further records follow.
SMILES	OX1R antag	CHT PAM
CNc1ccccc1C(=O)OC(C)C(=O)Nc1ccc(S(=O)(=O)N2CCCC2)cc1 (centres undefined)	-8	i
CN1CCN(C(=O)CC2(CC(=O)O)CCCC2)CC1	-5	i
COc1ccc(CCN2C(=O)CC(NC34CC5CC(CC(C5)C3)C4)C2=O)cc1OC (centres undefined)	-15	i
Cc1ccc(C2C(C#N)=C(N)Oc3cc(C)oc(=O)c32)o1 (centres undefined)	-12	i
Cc1ccc(OCC(=O)O/N=C(\N)c2cccnc2)cc1	-20	i
O=C(CNC(=O)c1cccc(Br)c1)NCCc1nc2ccccc2[nH]1	-9	i
O=C(CCN1C(=O)/C(=C/c2ccccc2F)SC1=S)Nc1cccnc1	-28	i
Clc1ccc(-c2nc3ccncc3[nH]2)cc1	-19	6.8*
Cc1ccc(-c2cc(-c3ccc(F)cc3)n[nH]2)c(O)c1	nt	i
COC(=O)CC1=Nc2ccccc2NC(=O)C1	-2	i
O=C(Cc1ccc(O)cc1)N/N=C/c1cccnc1	nt	i
COCC(C)n1c(SCC(=O)NCCC2=CCCCC2)nc2ccccc2c1=O (centres undefined)	-28	i
Cc1cc(=O)[nH]c(=O)n1Cc1ccccc1	-5	i
Cc1ccc(CNC(=O)CSc2nc3[nH]ncc3c(=O)[nH]2)cc1	-15	i
OCC1(Cc2ccc(Cl)cc2)CCN(Cc2ccc(Oc3ncccn3)cc2)CC1	-29	i
COc1ccccc1NC(=O)CN1CCC(c2nc3ccccc3[nH]2)CC1	-42	i
CCOC(=O)CSC1=C(C#N)C(C)C2=C(CCCC2=O)N1 (centres undefined)	-22	i
CCc1cccc(C)c1NS(=O)(=O)c1cc(Br)cnc1N	-12	i
CN(C)S(=O)(=O)c1cc(NC(=O)COC(=O)C2CSC3(C)CCC(=O)N23)ccc1Cl (centres undefined)	-27	i
O=C(NCc1ccccn1)C1CCC(=O)N1C1CCCC1 (centres undefined)	-7	i

Records listed so far printed as active in OX1R antag.
Compound,OX1R antag
CCN(CC)c1ccc(/C=N/NC(=O)c2nnn(-c3nonc3N)c2C(C)C)c(O)c1,59*

Next part:
SMILES	OX1R antag	CHT PAM
CCn1nc(CC(=O)Nc2nnc(CC(=O)N3CCOCC3)s2)c2ccccc2c1=O	-16	i
O=C(CN1C(=O)CCC1=O)Nc1nc(-c2ccccn2)cs1	-8	i
CC(=O)c1ccc(OCCNS(=O)(=O)c2ccc(-n3cnnn3)cc2)cc1	-5	i
Cc1[nH]n2c(=O)c(C#N)c(-c3ccccc3)nc2c1-c1ccccc1	-20	i
O=C(Cn1cnc2c(nnn2Cc2ccccc2)c1=O)NCC1CCCO1 (centres undefined)	-1	i
CCOC(=O)c1c(S(=O)(=O)N2CCc3ccccc32)c(C)n(C)c1C	-9	i
CCc1ccc(OCc2ccc(C(=O)O)o2)cc1	-4	i
CCOC(=O)CC1CCCCN1C(=O)c1ccc2oc(CCc3ccccc3)nc2c1 (centres undefined)	-29	i
O=C(CP(=O)(c1ccccc1)c1ccccc1)N1CCOCC1	-11	i
COc1ccc(NC(=O)CSc2nc3scc(C)c3c(=O)[nH]2)cc1	-30	i
O=C(CSc1nnc(CNC(=O)c2c(F)cccc2Cl)o1)Nc1ccc2c(c1)OCO2	-21	i
Cc1cc(NC(=O)c2cccc(COc3ccc(Br)cc3)c2)no1	-17	i
N#Cc1nc(Cc2ccccc2)oc1N1CCN(c2ccccc2)CC1	-14	i
COc1cc(/C=C/C(=O)OCC(=O)NC2CC2)cc(S(=O)(=O)N2CCc3ccccc32)c1OC	-24	i
CCOC(=O)c1cc2nc(-c3ccccc3)cc(C)n2n1	-13	i
Cc1noc(C)c1COc1ccccc1C(=O)N(C)Cc1ccc(C(C)(C)C)cc1	48*	nt
COc1cc(OC)cc(C(=O)NNc2nc3cc4c(cc3s2)OCO4)c1	-2	i
COc1ccc(C(C)=O)cc1CSC(=N)N	-2	i
S=C(c1ccc(-c2ccc(Cl)cc2Cl)o1)N1CCCCC1	2	i
Cc1ccc(/C=N/n2c(C)nnc2C)o1	-8	i
COc1ccc(S(=O)(=O)N(C(=O)c2ccncc2)c2ccc(OC(=O)c3ccncc3)cc2)cc1	0	i
Cc1cc(C(=O)N/N=C/c2cn[nH]c2-c2ccccc2)cs1	-22	i
CC1CCc2nc3ccc(S(=O)(=O)N4CCC(C(=O)NC(C)c5ccccc5)CC4)cc3c(C(=O)O)c2C1 (centres undefined)	5	i
Fc1ccc(-c2nnc(N3CCOCC3)c3ccccc23)cc1F	-25	i
O=C1CCC(C(=O)NC2(C(=O)NC3CCCCC3)CCCCC2)N1 (centres undefined)	-10	i
O=C(NCC1CC1)Nc1ccccc1	nt	i
CCn1c(SCC(=O)Nc2cc(Cl)ccc2OC)nnc1C1CC1	-15	i
Cc1sc2ncn3c(C)nnc3c2c1C	-2	7*
Cc1cc(C)c(NC(=O)c2sc3nc4c(cc3c2N)C(=O)CC(C)(C)C4)c(C)c1	-26	i
COC(=O)C1(Cc2cc(-c3cccc(Br)c3)no2)CCN(C(=O)OC(C)(C)C)CC1	-28	i
COC(=O)c1c(NC(=O)c2nc3nc(C)cc(C(F)F)n3n2)sc2c1CCC2	-9	i
CC(NC(=O)c1ccc(NC(=O)CC2SC(N3CCCC3)=NC2=O)cc1)c1ccc(S(N)(=O)=O)cc1 (centres undefined)	-13	i
COCCNC(=O)CSc1nc2ccc(N3CCOCC3)cc2c(=O)n1CCc1ccccc1	-13	i
O=C(CC(=O)c1ccccc1O)c1cccc(F)c1	-5	i
O=C(O)c1cn(-c2ccccc2)nc1-c1ccc(F)cc1	-4	i
Cc1ccnc(NC(=O)CN2C(=O)c3ccccc3C2=O)c1	-9	i
O=[N+]([O-])c1cc([N+](=O)[O-])c(Oc2cncc(Cl)c2)cc1NC1CCCCCCC1	2	i
O=C(CSc1nnnn1-c1cccc2ccccc12)N1CCOCC1	-7	i
O=C(O)CCn1cc(C2CC(c3ccccc3)=NN2c2ccccc2)c(-c2ccccc2)n1 (centres undefined)	13	i
CN(C)c1nc(=Nc2cccc(Cl)c2)ss1	7	i
COC(=O)CSC1=C(C#N)C(c2ccsc2)CC(=O)N1 (centres undefined)	-5	i
Cc1ccc(-c2ccc(CCC(=O)O)o2)cc1	-8	i
Cc1ccc(CSc2nnc(SCC(=O)N/N=C/C=C/c3ccccc3[N+](=O)[O-])s2)cc1	-34	i
COc1ccccc1NC(=O)/C=C/C(=O)O	-1	i
CC(=O)OC[C@H]1O[C@@H](n2ccc(=O)[nH]c2=S)C(OC(C)=O)C1OC(C)=O (some centres undefined)	2	i
CC(C)Cn1[nH]c2c3c(ccc2c1=O)C(=O)c1ccccc1C3=O	-23	i
Cc1sc2nc(SCC(=O)NCc3ccco3)n(C)c(=O)c2c1C	-6	i
O=C(Nc1cccc(NC(=O)c2cncc(Br)c2)c1)c1cncc(Br)c1	-7	i
CC(C)=CC(=O)OCC(=O)Nc1ccccc1Cl	-14	i
N#C/C(=C(/O)COC(=O)CSc1ccc2ccccc2c1)c1nc2ccccc2[nH]1	0	i
CCOC(=O)CC(=O)CSc1nc2ccc(C)cc2cc1C#N	-6	i
CC(C)(C)c1ccc(C(=O)NCc2ccc(Cl)cc2)cc1	6	i
Nc1nc2c(s1)CCc1c-2cnn1-c1ccccc1	5	i
CSc1cccc(NC(=S)Nc2ccc(F)cc2)c1	-9	i
CC(C)NC(=O)c1cccc(Br)c1	-14	i
CCN(CC)CC(=O)NC12CC3CC(CC(C3)C1)C2	-7	i
Nc1nc2n(n1)C(c1cccc(Br)c1)CC(c1ccccc1)N2 (centres undefined)	-14	i
COc1ccc(NC(=O)c2cccnc2NCCc2ccccc2)cc1	-32	i
CN1CCN(c2ccc(CNC(=O)c3ccco3)cc2)CC1	14	i
CCOC(=O)C1(CC)NC(c2ccco2)C2C(=O)N(CC)C(=O)C21 (centres undefined)	-25	i
Cc1ccc2c(c1)N(S(=O)(=O)c1ccc(CN3C(=O)c4cccnc4C3=O)cc1)CCO2	4	i
CCOc1ccccc1C1c2cc3c(cc2OC(C)(N2CCCC2)C1C)OCO3 (centres undefined)	-10	i
COc1ccc(C(=O)Nc2ccc(C(=O)N3CCCC3)cc2)cc1[N+](=O)[O-]	-8	i

A run of entries from further up:
SMILES	OX1R antag	CHT PAM
COc1ccc(NC(=O)c2cccnc2NCCc2ccccc2)cc1	-32	i
CN1CCN(c2ccc(CNC(=O)c3ccco3)cc2)CC1	14	i
CCOC(=O)C1(CC)NC(c2ccco2)C2C(=O)N(CC)C(=O)C21 (centres undefined)	-25	i
Cc1ccc2c(c1)N(S(=O)(=O)c1ccc(CN3C(=O)c4cccnc4C3=O)cc1)CCO2	4	i
CCOc1ccccc1C1c2cc3c(cc2OC(C)(N2CCCC2)C1C)OCO3 (centres undefined)	-10	i
COc1ccc(C(=O)Nc2ccc(C(=O)N3CCCC3)cc2)cc1[N+](=O)[O-]	-8	i
